# Compound activity (PubChem)
# CFTR F508del cor – F508del CFTR correction, initial screen, CFBE line, single point | CFBE cells, YFP halide quenching; stimulated with forskolin plus potentiator P3; % fluorescence drop versus neutral controls | activity (quench increase), % at 7.58 µM | 0.36% of 350,000 active | AID 720511, 2013;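 active = mean added fluorescence quench of at least 8% versus neutral control, with both replicates also reaching 8%; inconclusive = only one of the mean or replicate conditions met; inactive = mean below 8% and not both replicates reaching 8%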;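 also: cells transiently co-express mutant CFTR-F508del with the halide-sensitive YFP; corrector assay measuring rescue of mutant channel to the surface after 24 h compound exposure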
# DENV2 CPE – inhibitors of DENV2 cytopathic effect, primary screen, cell-based, plate reader, single concentration; DENV2-infected cells, cytopathic effect rescue; CPE inhibition, % at 9.99 µM; 1.7% of 350,000 active; in the data active = CPE inhibition above about 20%, passing the limit was not always enough; inconclusive = no clear call, values can overlap the other calls; tested in BHK-21 cells;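 also: 0% = median of neutral control wells and 100% = median of positive control wells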
# RAD52 anneal inh – RAD52 DNA annealing inhibitors, primary screen, biochemical, FRET, single point, set 2 | DNA repair protein RAD52 homolog (Homo sapiens), P43351 | recombinant RAD52 DNA annealing, FRET fluorescence | inhibition, % at 18.7 µM | 0.46% of 360,000 active | AID 651710, 2012;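 active = every replicate showing at least 50% inhibition; inconclusive = mean inhibition at least 50% but not in every replicate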
# RAD54 branch – inhibitors of human RAD54 branch migration, primary screen, biochemical, fluorescence, single point; inhibition, % at 10.4 µM; RAD54 Holliday junction branch migration, FAM/BHQ fluorescence; 0.14% of 360,000 active; DNA repair and recombination protein RAD54-like (Homo sapiens), Q92698;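 active = mean normalized replicate activity at least 40 and at least half of replicates scoring 40 or more; inconclusive = only one of the two criteria met; inactive = mean below 40 and under half of replicates reaching 40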;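 also: 0% = median of neutral control wells and 100% = median of positive control wells; inhibitors cause a drop in the FAM fluorescence signal; in these data hits start at about 50%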
# Target sequence (Q92698 whole entry, looked up): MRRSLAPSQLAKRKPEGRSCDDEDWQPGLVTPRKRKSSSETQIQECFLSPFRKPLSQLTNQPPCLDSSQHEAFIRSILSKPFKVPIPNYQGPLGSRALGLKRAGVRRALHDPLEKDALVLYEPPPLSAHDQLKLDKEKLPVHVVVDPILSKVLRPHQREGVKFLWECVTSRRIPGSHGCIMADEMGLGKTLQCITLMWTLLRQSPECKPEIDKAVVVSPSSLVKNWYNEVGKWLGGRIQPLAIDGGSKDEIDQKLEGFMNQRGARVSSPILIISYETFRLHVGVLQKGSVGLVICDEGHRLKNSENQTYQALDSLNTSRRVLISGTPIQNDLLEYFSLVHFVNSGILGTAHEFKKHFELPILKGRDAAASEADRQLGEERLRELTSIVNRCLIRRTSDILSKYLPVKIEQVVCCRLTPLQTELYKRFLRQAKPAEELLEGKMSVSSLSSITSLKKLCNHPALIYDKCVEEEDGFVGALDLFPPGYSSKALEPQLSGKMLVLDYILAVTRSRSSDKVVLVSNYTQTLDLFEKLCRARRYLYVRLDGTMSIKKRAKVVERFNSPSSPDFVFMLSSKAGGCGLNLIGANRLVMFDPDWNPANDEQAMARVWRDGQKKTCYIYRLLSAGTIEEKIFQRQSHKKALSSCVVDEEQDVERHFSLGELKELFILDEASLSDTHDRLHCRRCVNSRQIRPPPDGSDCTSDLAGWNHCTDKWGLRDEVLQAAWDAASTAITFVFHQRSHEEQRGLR
# Xi reactivation – activators of inactive X chromosome reactivation, primary screen, imaging, XiGFP fibroblasts, GFP high-content imaging, set 2. XiGFP mouse fibroblasts, % GFP-positive cells imaging, 3 d; cells co-treated with 5-aza-dC sensitizer; scaled so ellipticine positive control = 100%. activation, % at 7.58 µM. 0.055% of 360,000 active. AID 743238, 2013;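 active = mean normalized replicate activation at least 10% and every replicate at or above 10%; inconclusive = only one of the two criteria met; inactive = mean below 10% and not all replicates reach 10%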;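 also: 0% = median of on-plate neutral control wells and 100% = ellipticine 6 µM median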
#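 Material: XiGFP fibroblasts, SV40-immortalized; Buffer or medium: DMEM containing 5-aza-dC; Compound dosing: single point; Times: 3 days compound exposure.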
# GSIS activator – GLuc luminescence reporter in INS-1E cells, primary screen for activators of glucose-dependent secretion of insulin | INS-1E GLuc reporter insulin secretion, 2-3 h | activation, % at 16.6 µM | 0.61% of 370,000 active | AID 743287, 2014;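 active = lowest replicate activation of at least 40%, so every replicate reaches that level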;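 also: 0% = median of neutral control wells and 100% = median of IBMX positive control wells; some compounds called inactive have numbers as strong as hits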
# CASP6 VEID inh – human caspase-6 inhibitors, primary screen, biochemical, VEID-R110 fluorescence, single point, set 2. P55212. purified caspase-6, Z-VEID-R110 cleavage fluorescence. inhibition, % at 12.5 µM. 0.53% of 350,000 active. AID 686996, 2013;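 active = mean inhibition across replicates at least about 35%, with every replicate also reaching that limit, limit read from the data; inconclusive = only one of the two criteria met; inactive = neither criterion met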;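 also: 0% = median of neutral control wells and 100% = no fluorescence left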
# Target sequence (P55212 24-179 limits assumed): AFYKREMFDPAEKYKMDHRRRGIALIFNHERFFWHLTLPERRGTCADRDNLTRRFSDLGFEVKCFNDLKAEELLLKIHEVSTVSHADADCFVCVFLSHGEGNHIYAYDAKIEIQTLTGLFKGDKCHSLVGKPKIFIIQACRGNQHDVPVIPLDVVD
# Target sequence (P55212 194-293 limits assumed): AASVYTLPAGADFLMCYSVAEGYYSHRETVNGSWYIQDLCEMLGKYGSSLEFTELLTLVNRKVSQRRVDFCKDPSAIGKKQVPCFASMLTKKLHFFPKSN
# E-sel inducer – E-selectin induction in HUVECs, primary screen, imaging, HUVEC, immunofluorescence imaging, single point; P16581; AID 686992, 2013; activation, % at 7.58 µM; 0.37% of 260,000 active; normalized: neutral wells 0, TNF-alpha wells 100;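 active = mean E-selectin-positive cell signal at least 10% of the positive control, reached in at least 60% of replicates, without over 20% cell loss; inconclusive = no rule given, readout overlaps actives, possibly toxicity-flagged; inactive = the rest, including those meeting only one limit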;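 also: in these data hits start at about 27%; measured in HUVEC primary endothelial cells; signal is the percent of cells scored E-selectin positive by PE staining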
#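 Read-out: % PE-positive cells | Test system: HUVEC | Doses: One compound dose added by pin transfer | Buffer or medium: EGM-2 over gelatin coat | Signal: Immunofluorescence imaging | Benchmarks: TNF-alpha, DMSO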
# Active calls of the source: *; ? = inconclusive; . = not tested or not shown; & = joins results of further samples.
SMILES,CFTR F508del cor,DENV2 CPE,RAD52 anneal inh,RAD54 branch,Xi reactivation,GSIS activator,CASP6 VEID inh,E-sel inducer
CC(C)(C)N(Cc1ccccc1)C(=O)c1cc2ccccc2o1,10.0*,-1.9,-3.4,7.9,0.2,23.0,-0.2,.
COc1ccccc1C(=O)Nc1ccc2c(c1)nc1n2CCN(C2CCCCC2)C1,-0.2,1.3,-18.1,1.3,0.2,3.0,-3.7,.
O=c1cc(CN2CCN(Cc3ccccc3)CC2)c2ccc(O)c(O)c2o1,2.5,12.9,-13.5,-40.6,-0.1,-6.4,18.6,0.4
O=C(NCc1ccc(F)cc1)c1cc(C2CCCCN2C(=O)c2ccccc2)on1 (centres undefined),-0.9,1.1,-17.9,15.4,0.1,-12.2,.,0.7
O=C(O)CCCC(=O)N1CCN(c2nc(-c3ccccc3)c3ccccc3n2)CC1,-3.1,-1.5,-0.4,3.3,0.1,61.3*,0.6,-0.1
C=CCn1c(COc2ccc(Cl)cc2)nnc1SCC(=O)Nc1ccc(S(N)(=O)=O)cc1,-1.2,19.7,-0.8,-2.0,0.0,-0.6,-2.3,.
O=C(Cc1ccc(-c2ccccc2)cc1)OCC(=O)N1CCCC1=O,1.5,0.7,-23.1,.,-0.7,-9.0,-0.9,1.8
C[C@@H]1CCCCO[C@H](CN(C)Cc2ccc(C(=O)O)cc2)[C@@H](C)CN([C@@H](C)CO)C(=O)c2cc(NC(=O)C3CCCCC3)ccc2O1,-0.8,-2.9,2.5,-4.3,0.2,7.8,15.1,0.0
CS(=O)(=O)c1nc(S(=O)(=O)c2ccc(Cl)cc2)c(N2CCC(O)CC2)s1,-3.3,0.7,-7.7,-10.4,0.0,15.6,-0.8,-0.4
Cc1cc(C)c(C2=CC(=O)C[C@H](c3ccc4c(c3)OCO4)C2)c(C)c1,-5.6,-8.6,-1.5,1.2,-0.3,-5.6,-1.6,-0.4
O=C(C[C@@H]1CC[C@H]2[C@@H](COC[C@H](O)CN2S(=O)(=O)c2cccc(Cl)c2)O1)Nc1ccccc1,-0.6,0.8,-2.8,-0.5,0.2,-0.6,-1.6,0.0
O=C(NC1CCCc2ccccc21)C1CCN(S(=O)(=O)c2ccccc2)CC1 (centres undefined),.,.,.,-1.9,-0.1,-34.5,.,4.0

# Some values from the results shown.
# Cc1cc(C)c(C2=CC(=O)C[C@H](c3ccc4c(c3)OCO4)C2)c(C)c1 in Xi reactivation is listed with -0.3
# O=C(C[C@@H]1CC[C@H]2[C@@H](COC[C@H](O)CN2S(=O)(=O)c2cccc(Cl)c2)O1)Nc1ccccc1 in E-sel inducer is listed with 0.0

# Additional structures
SMILES,CFTR F508del cor,DENV2 CPE,RAD52 anneal inh,RAD54 branch,Xi reactivation,GSIS activator,CASP6 VEID inh,E-sel inducer
C[C@@H]1CN([C@@H](C)CO)C(=O)c2cc(NS(=O)(=O)c3cccs3)ccc2O[C@@H]1CN(C)S(=O)(=O)c1cccs1,-0.6,.,.,.,0.1,10.4,.,0.2
COc1ccc2[nH]c3c(c2c1)CCN1C(=O)N([C@@H](C)C(=O)NC2CCN(Cc4ccccc4)CC2)C(=O)[C@]31C,-0.6,2.8,-15.4,6.4,.,.,-12.8,.
CC(=O)c1cccc(OC(=O)C2=CC=CN3CCS(=O)(=O)N=C23)c1,0.1,-1.5,-19.0,-2.2,0.1,-3.8,-3.0,.
Cc1nccc(-c2sc(-c3cccs3)nc2C)n1,.,16.7,-6.6,.,0.1,.,-1.1,.
CCCCNC(=O)c1onc(CSc2ccc(F)cc2)c1C(=O)NCCCC,-3.4,1.0,-8.0,-0.6,-0.1,13.5,2.3,1.4
COc1ccc(-c2noc(CNC(=O)c3ccc4c(c3)OCO4)n2)cc1,-0.9,6.9,-7.4,9.9,0.1,2.7,-1.0,.
Cc1ccc(C)c(OCCC(=O)OCC(=O)c2ccc3c(c2)NC(=O)CO3)c1,0.1,0.2,1.0,-7.3,0.0,3.3,1.4,0.2
C[C@H](NC(=O)[C@H]1[C@H](CO)[C@H]2Cn3c(ccc(-c4cccnc4)c3=O)[C@H]2N1C)c1ccccc1,-0.1,-3.3,-7.5,-5.4,0.2,-0.1,0.0,-0.1
COc1ccc(NC(=O)CCN2CCOCC2)c(OC)c1,-2.6,10.0,-21.9,2.0,0.1,-1.9,6.1,-0.8
CCN(CC)S(=O)(=O)c1ccc(C(=O)Nc2ccc3c(c2)OCO3)cc1,-1.4,-1.5,3.1,.,0.2,4.6,1.7,.
Cc1ccc(S(=O)(=O)N(C)C[C@H]2Oc3ccc(NC(=O)NC(C)C)cc3C(=O)N([C@@H](C)CO)C[C@H]2C)cc1,-1.5,13.4,6.6,-3.8,-0.7,2.2,3.0,0.0
C[C@H]1CN([C@@H](C)CO)C(=O)c2cc(C#CCN(C)C)cnc2O[C@@H]1CN(C)C(=O)c1ccc2c(c1)OCO2,1.1,0.1,11.3,3.0,-1.3,6.9,-1.6,0.6
O=Cc1ccc(OCC(=O)NCC2CCCO2)cc1 (centres undefined),2.8,-0.5,3.2,1.7,0.0,3.0,1.8,0.0
C#CCNC(=O)C1=C[C@@H](C2CCCCC2)C[C@@H](OCCCCO)O1,-1.9&1.3,-5.2&12.5,-21.9&-13.3,1.6,0.0,.,-0.6&3.3,-0.1
O=C(Nc1cccc(S(=O)(=O)N2CCOCC2)c1)C1CCCC1,0.3,1.7,-12.2,-3.8,-0.1,-5.6,0.9,0.4
CC(C)n1cc(/C=C2/NC(=O)NC2=O)c2ccccc21,-1.6,5.6,-8.3,.,0.0,11.0,0.5,.
O=C(Nc1c(Cl)cccc1Cl)Oc1cccc2cccnc12,-0.3,18.4,-31.1,.,-0.1,-1.3,8.0,-0.1
CCC[C@@H]1C[C@@H](C(=O)N[C@H]([C@@H](C)O)[C@H]2O[C@H](SC)[C@H](O)[C@@H](O)C2O)N(C)C1 (some centres undefined),-4.9,2.7,5.9,10.8&-1.9,-0.1,2.1,1.1,-0.2
Cc1ccc(C(=O)NC2CCS(=O)(=O)C2)cc1S(=O)(=O)N1CCCCCC1 (centres undefined),-1.5,-3.6,-6.0,.,0.0,-1.2,0.8,.
CN(C)c1ccc(/C=[N+](\[O-])C2N(c3ccccc3)C(=S)SC2(C)C)cc1 (centres undefined),.,-1.2,-6.5,-6.4,-0.1,-5.6,0.3,-0.2
Cc1cc(C(=O)NC2CCCc3c2cnn3-c2ccc(C(C)(C)C)cc2)nn1C (centres undefined),3.0,-9.0,0.5,2.0,0.1,-22.9,2.6,-1.0
COc1ccc(CN(C)C[C@H]2OCCCC[C@H](C)Oc3ccc(NS(C)(=O)=O)cc3C(=O)N([C@H](C)CO)C[C@H]2C)cc1,-5.1,.,.,.,-1.2,13.6,.,0.4
Cc1cc(Cl)ccc1OCCCC(=O)OCC(=O)Nc1cccc(S(N)(=O)=O)c1,2.7,?,-7.4,-5.4,-0.1,-13.4,6.5,-0.2
COc1ccc(C(=O)Nc2cc3c(cc2C(=O)O)OCCCO3)c(OC)c1,0.1,-3.2,-22.2,-4.1,0.0,50.5,1.2,.
Cc1cc2c(nc1C)CCCN2S(=O)(=O)c1ccc(C(F)(F)F)cc1,1.7,-3.2,-13.1,.,0.0,-21.2,3.3,-0.1
Cc1cccc(OCC(=O)NNC(=O)c2ccc3nc[nH]c3c2)c1,16.6*,0.7,-6.8,1.1,-0.6,9.3,40.7*,2.0
CN1CC(=O)N(CC(=O)Nc2ccc(SC(F)F)cc2)C1=O,0.8,-9.6,-13.5,.,0.0,-22.6,0.3,6.9
NC(=O)c1nn(Cc2ccccc2)c(=O)c2ccccc12,1.5,2.9,-5.5,21.9,0.4,39.6,4.5,14.7
COCC(=O)N1CC[C@@H]2[C@H]1c1cc(-c3cccc(C(=O)N(C)C)c3)ccc1N[C@@H]2CO,-0.7,.,.,-14.1,-0.1,-3.7,.,-0.2
COc1ccc(S(=O)(=O)N(C)C[C@@H]2Oc3ccc(NC(=O)Nc4cccc5ccccc45)cc3C(=O)N([C@H](C)CO)C[C@@H]2C)cc1,-0.1,.,.,.,-0.8,-10.3,.,-0.1
C[C@H](CO)N1C[C@H](C)[C@@H](CN(C)CC2CCCCC2)Oc2ccc(NS(=O)(=O)c3ccccc3)cc2C1=O,1.3,-1.3,2.3,-3.3,0.2,-5.6,2.3,0.4
CCOC(=O)c1ccc(Cl)c(S(=O)(=O)N2CCCC2)c1,2.0,-1.0,-19.2,.,0.0,21.2,-0.1,-0.5
CNCC(O)c1ccc(O)c(O)c1 (centres undefined),-3.4,-0.7,-4.3,5.9,-0.1,-1.4,-7.5,-0.2
O=C(CSc1nc2ccsc2c(=O)n1CC1CCC(C(=O)O)CC1)c1ccc(F)cc1 (centres undefined),0.9,9.9,-0.7,4.2,0.3,9.4,-3.8,0.5
COC(=O)c1cc(N=Nc2sc(N)nc2C)cc(C(=O)OC)c1,-2.5,-0.6,-4.0,1.8,0.0,.,.,0.3
CCCc1ccc(S(=O)(=O)N2CCN(C(C)C(=O)NCc3ccccc3)CC2)cc1 (centres undefined),0.7,2.5,-8.8,.,0.0,-33.3,1.7,0.7
CC1CCN(S(=O)(=O)c2cccc(C(=O)NCC3CCCO3)c2)CC1 (centres undefined),1.8,0.1,0.1,3.5,-0.1,10.8,1.6,0.3
C[C@H]1CCCCO[C@H](CN(C)C(=O)Nc2cccc3ccccc23)[C@@H](C)CN([C@@H](C)CO)C(=O)c2cc(NC(=O)Nc3cccc4ccccc34)ccc2O1,-0.1,2.1,14.4,-6.4,0.6,3.3,-2.9,-0.1
Cc1ccc(C(=O)N/C(=C\c2cn(C)c3ccccc23)C(=O)NCCCN2CCOCC2)cc1,-3.5,-0.1,-14.9,.,0.1,-2.0,.,.
C[C@H](CO)N1C[C@H](C)[C@@H](CN(C)Cc2ccc(C(=O)Nc3ccccc3N)cc2)Oc2ccc(NC(=O)C3CC3)cc2CC1=O,-3.6,18.1,15.8,-4.4,0.1,-4.1,0.2,1.9
Cc1ccc(S(=O)(=O)N(C)c2ccccc2C(=O)Nc2ccc3c(c2)OCCO3)cc1,3.4,7.6,-15.3,15.6,0.1,-0.4,0.4,0.3
COc1cccc(S(=O)(=O)N2CCCCN3[C@H](CO)[C@H](c4ccc(C#CC(C)C)cc4)[C@H]3C2)c1,2.5,2.7,8.2,17.1,0.1,-19.4,1.4,-0.5
O=C(NC(=S)Nc1cccc(Cl)c1N1CCCC1)c1ccc(-c2cccc([N+](=O)[O-])c2)o1,3.3,3.3,-17.3,-8.4,.,.,-2.3,.
Cn1cc(S(=O)(=O)Nc2ccc(F)c(Cl)c2)c(=O)n(C)c1=O,3.0,1.6,-9.0,-4.1,-0.3,-5.9,-4.0,-0.1
